From PubChem BioAssay
NCI-60 one-dose screen, 48 h, at 10 µM unless noted. Numbers give growth in % (100 = growth as untreated, 0 = no growth, -100 = all killed).
SF-268: SF-268 CNS cancer cells; 82,000 tested, 3.1% active
PC-3: PC-3 prostate cancer cells; AID 1794754; 80,000 tested, 3.9% active
OVCAR-8: OVCAR-8 ovarian cancer. 81,000 tested, 4.4% active
U251: U251 CNS tumor cells; AID 1794753; 80,000 tested, 5.4% active
OVCAR-5: OVCAR-5 ovarian cancer; 82,000 tested, 2.9% active; AID 1794783
OVCAR-3: OVCAR-3 ovarian cancer; 79,000 tested, 7% active
SK-OV-3: SK-OV-3 ovarian cancer cells; 80,000 tested, 3.2% active
DU-145: DU-145 prostate cancer. 81,000 tested, 4.2% active
OVCAR-4: OVCAR-4 ovarian cancer cells; 80,000 tested, 3.7% active; AID 1794784
* hit, by the source's call; · = not tested or not shown; & = joins results of further samples. The calls were made as follows: active = growth percent below 10; inactive = the rest.

compound,SF-268,PC-3,OVCAR-8,U251,OVCAR-5,OVCAR-3,SK-OV-3,DU-145,OVCAR-4
CC1(c2ccccc2N)N=C(N)Nc2nc3ccccc3n21 (stereo not given),101,93,105,112,101,107,102,112,88
CCN(CC)C(=S)SC(SC(=S)N(CC)CC)C(=O)c1nnn(-c2ccc([N+](=O)[O-])cc2)c1C,93,78,101,81,106,98,112,104,104
CN=C(NC)c1ccc(NC(=O)c2ccc(C(=O)Nc3ccc(C(=NC)NC)cc3)cc2)cc1,129,92,116,115,107,125,100,133,80
O=C(O)c1ccccc1Oc1cc(-c2ccco2)nc(OCCBr)n1,99,·,103,98,·,105,103,104,98
O=Nc1ccc(O)c(/C=N/O)c1,96,94,98,93,107,99,106,102,103
Cc1nnc2c3nnc(Cc4ccccc4)n3c3ccccc3n12,101,69,101,93,103,99,104,107,108
S=C(NCN1CCCCC1)NCN1CCCCC1,104,94,98,100,113,112,94,112,115
COC(=O)C(=O)C(C(=O)C(=O)Nc1cc(Cl)c(Cl)cc1Cl)c1nc2ccc([N+](=O)[O-])cc2[nH]c1=O (stereo not given),103,77,104,·,110,105,97,109,94
Cc1cccc(-n2cc(-c3ccc(Br)cc3)sc2=Nc2ccc(Nc3ncnc4sc5c(c34)CCCC5)cc2)c1,109,83,95,96,106,104,87,107,102
O=C(CSc1nc2ccc([N+](=O)[O-])cc2[nH]1)Nc1ccc(F)cc1,69,55,67,46,92,48,63,67,35
CCCCOc1nc2ccccc2cc1-c1cc(-c2ccc(Cl)cc2)nc(-c2ccc(Cl)cc2)c1,102,102,105,98,96,129,106,111,102
COC(=O)[C@@H]1CCc2c(SC)c(-c3ccccc3)c(O)c(=O)n21,98,109,103,103,115,119,115,110,111
CC(=O)O[C@H]1CC[C@H]2[C@@H]3CCC4=C(CC(F)C(=O)C4)[C@H]3CC[C@]12C (stereo not given in full),101,84,96,95,103,119,119,107,99
O=C(Nc1ncnc2nc[nH]c12)NC1CCCCC1,93,87,109,100,101,102,116,100,116
COc1cc(C(=O)OC(=O)c2ccc(OCc3ccccc3)c(OC)c2)ccc1OCc1ccccc1,101,82,93,93,101,103,110,107,97
O=C(CC(=O)c1ccccc1)CS(=O)(=O)c1ccccc1,101,79,103,102,106,107,89,113,114
O=C1c2cccc3c(-c4ccc(F)cc4)ccc(c23)C(=O)N1c1nc2ccccc2s1,89,85,94,102,91,96,93,104,105
CCOc1nc(-c2ccccc2)cc2c(O)c(C(=O)N/N=C/c3ccncc3)[nH]c(=O)c12,114,86,107,100,86,119,108,109,98
CCCCCCCCCCCCCCCCSC(=NCC)NCC,40,-42*,-15*,5.0*,45,-18*,72,36,2.0*
CCOC(=O)C#Cc1c(C(=O)OCC)nnn1[C@@H]1O[C@H](COC)[C@@H](OC)[C@H]1OC,106,92,104,102,90,15,93,93,74

Some values from the entries so far:
For OVCAR-4, `CCN(CC)C(=S)SC(SC(=S)N(CC)CC)C(=O)c1nnn(-c2ccc([N+](=O)[O-])cc2)c1C` is listed with 104
For SK-OV-3, `O=C(O)c1ccccc1Oc1cc(-c2ccco2)nc(OCCBr)n1` is listed with 103

Later entries
compound,SF-268,PC-3,OVCAR-8,U251,OVCAR-5,OVCAR-3,SK-OV-3,DU-145,OVCAR-4
Cc1cccc(NCc2cn(-c3ccc(C(=O)O)cc3)nc2-c2ccc(C(=O)O)cc2)n1,96,103,110,108,95,106,110,103,105
COc1cc2nc(N3CCN(C)CC3)nc(Nc3cc(C)[nH]n3)c2cc1OC,102,96,93,·,106,109,98,110,98
CCn1cc(-c2ccnc(NCCNS(=O)(=O)c3cccc4ccccc34)c2)c(-c2cccc(OC)c2)n1,79,68,83,72,109,79,89,92,80
COc1ccc(NC(=S)N/N=C/c2cccc(F)c2)cc1,98,81,90,97,109,106,97,106,105
Cn1cc(-c2c(-c3c[nH]c4ccccc34)[nH][nH]c2=O)c2ccccc21,89,90,98,100,95,96,·,118,·
O=C(Nc1ccc2ncnc(Nc3ccc(F)c(Cl)c3)c2c1)c1cccs1,·,63,66,55,76,·,54,·,47
O=C1c2ccccc2C(=O)c2c1cc1c(c2[N+](=O)[O-])OCO1,5.3*,-3.7*,14,-13*,9.7*,-21*,-15*,18,19
Nc1c(I)cc(C(=O)O)cc1I,99,92,106,101,96,107,105,113,88
COc1ccc(-c2cc(/C=C3\C(=O)Nc4ccc(Cl)cc43)[nH]n2)cc1OC,86,88,81,95,101,104,95,76,19
CC12CCC3C4(C)COC(c5cccc(F)c5)OC4CCC3(C)C1CC(C1=CCOC1=O)O2 (stereo not given),96,81,92,95,97,95,85,101,68
COc1cc(/C=C/c2c(-c3ccc(Cl)cc3)nc3sc(-c4ccccc4)c(-c4ccccc4)n23)cc(OC)c1OC,101,70,95,92,93,100,94,111,83
Nc1ccc(Cl)c(C(=O)O)c1,100,100,107,98,100,109,115,109,88
COc1cc(C(=O)CBr)c(OC)cc1C,100,106,101,98,·,107,109,105,109
CC(=O)C1=C(C)NC(SCC(=O)Nc2ccc(S(N)(=O)=O)cc2)=NC1c1ccccc1 (stereo not given),116,105,112,102,102,114,98,116,106
COc1cc(C2C(C#N)=C(N)N(c3ccc(F)cc3)C3=C2C(=O)CC(C)(C)C3)cc(OC)c1OC (stereo not given),100,90,101,99,97,113,96,106,109
Cc1cc(Cl)c2ccc(Cl)c(C)c2n1,104,81,94,92,98,110,99,114,112
O=C(Nc1ccccc1)Nc1ccc(C(=O)/C=C/c2ccc(N3CCCC3)cc2)cc1,58,60,82,66,83,43,66,95,·
C/C=C/C(O)c1ccccc1 (stereo not given),101,102,106,98,111,110,106,108,118
COc1ccc2c(c1)[n+](=O)c(/C=C/C(=O)c1cc(OC)c(OC)c(OC)c1)c(C)n2[O-],69,55,3.8*,54,84,19,102,18,63
CC(C)(C)n1cc(-c2ccnc(NCCCNS(=O)(=O)c3cccc(F)c3)c2)c(-c2cccc(O)c2)n1,54,33,57,50,68,66,89,66,58

New compounds follow
compound,SF-268,PC-3,OVCAR-8,U251,OVCAR-5,OVCAR-3,SK-OV-3,DU-145,OVCAR-4
Cc1ccc(C(=O)c2ccc(Cl)cc2)cc1,98,96,101,94,99,102,130,104,94
COc1ccc(-c2nnc(CSc3nc(-c4ccc(Cl)cc4)c(C#N)c(=O)[nH]3)o2)cc1,94,65,101,77,106,103,76,109,115
O=C(c1cccc(Cl)c1)N1CCN(c2ccnc3cc(Cl)ccc23)CC1,93,81,83,79,85,94,105,101,65
COc1ccccc1-n1c(-c2cc(O)ccc2C)cn2c3c(=O)[nH]c(=O)n(C)c3nc12,60,67,66,84,95,65,47,79,98
CC(=O)c1ccc(Nc2nc3ccccc3cc2C=O)cc1,98,65,52,57,108,75,·,86,51
CCC(C(=O)[C@@H](C)[C@@H](O)[C@H](C)[C@@H]1O[C@@H]([C@@H](CC)C(=O)ONC(=O)c2ccccc2)CC[C@@H]1C)[C@H]1O[C@]2(C=CC(=O)[C@]3(CC[C@@](C)([C@H]4CC[C@](O)(CC)[C@H](C)O4)O3)O2)[C@H](C)C[C@@H]1C (stereo not given in full),28,8.9*,12,-19*,-4.5*,-71*,95,-13*,36
CCOc1ccc(N=C(N)N=C(N)N)cc1,113,89,104,104,104,125,110,127,117
CCOC(=O)NNC(N)=S,107,110,104,99,102,122,108,98,·
Cc1cccc(C)c1[C@H]1C[C@](C)(O)[C@@H]2CC[C@@H](C)C[C@H]2O1,104,97,109,104,92,113,100,107,107
OCCOSCCO,119,113,106,101,99,120,117,122,102
O=CC(=O)c1ccc(-c2ccc(C(=O)C=O)cc2)cc1,96,104,112,106,98,101,101,102,119
C=C1C(=O)O[C@H]2[C@H]1CC/C(COC(=O)N[C@H]1C[C@H](O[C@H]3C[C@](O)(C(=O)CO)Cc4c(O)c5c(c(O)c43)C(=O)c3c(OC)cccc3C5=O)O[C@@H](C)[C@H]1O)=C\CC[C@@]1(C)O[C@@H]21,64,78,66,45,96,-8.5*,107,69,62
CC(=O)O[C@H]1CO[C@H]2[C@@H]1OC[C@@H]2Oc1ccnc(NC2CCN(S(C)(=O)=O)CC2)n1,108,107,111,107,110,111,105,119,105
Nc1nc(-c2ccc(Cl)cc2)cs1,100,97,103,·,108,103,101,104,105
COc1ccc(/C=C/C(=O)/C=C2\C(=O)Nc3cc(Br)ccc32)cc1,96,94,102,103,107,104,115,104,90
N=c1sc(Cc2cccc(Cl)c2)cn1CC(=O)c1ccc(Br)cc1,85,75,88,79,73,108,99,73,63
OC1CCCC(O)C1 (stereo not given),103,71,103,88,91,111,86,114,105
O=C(Cn1nncc1CN1C(=O)CSC1=O)Nc1ccc([N+](=O)[O-])cc1,100,104,103,101,108,109,102,107,104
CC(=O)OC(OC(C)=O)c1ccccc1[N+](=O)[O-],106,91,101,99,112,106,107,113,94
COc1cc(/C=C/c2cc(/C=C/c3cc(OC)c(OC)c(OC)c3)n(-c3ccccc3)n2)cc(OC)c1OC,77,61,66,84,81,85,92,90,67

4 of these compounds, reformatted.
compound: CCC(C(=O)[C@@H](C)[C@@H](O)[C@H](C)[C@@H]1O[C@@H]([C@@H](CC)C(=O)ONC(=O)c2ccccc2)CC[C@@H]1C)[C@H]1O[C@]2(C=CC(=O)[C@]3(CC[C@@](C)([C@H]4CC[C@](O)(CC)[C@H](C)O4)O3)O2)[C@H](C)C[C@@H]1C (stereo not given in full)
- SF-268: 28
- PC-3: 8.9*
- OVCAR-8: 12
- U251: -19*
- OVCAR-5: -4.5*
- OVCAR-3: -71*
- SK-OV-3: 95
- DU-145: -13*
- OVCAR-4: 36
compound: CCOc1ccc(N=C(N)N=C(N)N)cc1
- SF-268: 113
- PC-3: 89
- OVCAR-8: 104
- U251: 104
- OVCAR-5: 104
- OVCAR-3: 125
- SK-OV-3: 110
- DU-145: 127
- OVCAR-4: 117
compound: CCOC(=O)NNC(N)=S
- SF-268: 107
- PC-3: 110
- OVCAR-8: 104
- U251: 99
- OVCAR-5: 102
- OVCAR-3: 122
- SK-OV-3: 108
- DU-145: 98
- OVCAR-4: ·
compound: Cc1cccc(C)c1[C@H]1C[C@](C)(O)[C@@H]2CC[C@@H](C)C[C@H]2O1
- SF-268: 104
- PC-3: 97
- OVCAR-8: 109
- U251: 104
- OVCAR-5: 92
- OVCAR-3: 113
- SK-OV-3: 100
- DU-145: 107
- OVCAR-4: 107

More records follow:
compound,SF-268,PC-3,OVCAR-8,U251,OVCAR-5,OVCAR-3,SK-OV-3,DU-145,OVCAR-4
CNC(=O)C(c1ccc(Cl)cc1)c1ccc(Cl)cc1,99,71,90,90,91,101,70,105,96
COc1ccc(-n2cnc3c(sc4ncc(Br)cc43)c2=O)cc1,91,97,·,97,100,102,115,101,126
O=S(=O)(Nc1cccnc1Oc1ccccc1)c1ccc(Cl)cc1Cl,104,96,97,103,116,101,112,105,117
O=C(O)c1ccc(NC(=S)NC(=O)c2ccc(Cl)cc2)cc1,103,87,96,69,94,90,81,112,90
O=Cc1cn(S(=O)(=O)c2ccc(Cl)c(Cl)c2)c2ccccc12,88,85,96,92,95,·,98,101,96
Cc1c(C(=O)N2CCN(c3ccccc3)CC2)[nH]c2ccc(Cl)cc2c1=O,100,90,99,95,105,110,100,108,108
CCC(NC1CCN(Cc2ccccc2)CC1)C(N)=O (stereo not given),106,102,102,98,92,109,110,117,106
COc1cccc(/C(C)=N/NC(=O)CSc2nc3ccccc3c(=O)n2CCc2ccc(S(N)(=O)=O)cc2)c1,36,7.3*,7.6*,-55*,73,20,44,18,-7.3*
COc1ccc(Oc2nc(Nc3ccc(N4CCCCC4)nc3)ncc2NC(=O)Nc2cc(OC)cc(OC)c2)cc1,99,89,90,90,95,87,100,98,93
O=c1cc(Cn2cc(CSc3nc4cc(Cl)ccc4o3)nn2)c2ccc3ccccc3c2o1,98,100,96,107,109,116,83,107,105
Cc1cc(C)n2c(=O)[nH]nc2c1,110,109,103,105,105,117,99,115,·
Cn1ccnc1C(=O)/C=C/c1ccc(NC(=O)Nc2ccc(Cl)cc2)cc1,82,79,82,63,110,84,84,76,76
O=C(Nc1ccc(-n2cc(-c3ccncc3)c(-c3ccc(O)c(Cl)c3)n2)cc1)c1cc(Cl)cc(Cl)c1,49,36,30,27,71,27,70,39,78
CN1CCN(c2ccc(NC3=CC(=O)c4ncncc4C3=O)cc2)CC1,-46*,-8.9*,-53*,-82*,-92*,-59*,-64*,-89*,-99*
NS(=O)(=O)c1ccc(NC(=O)N2CCN(c3ccccn3)CC2)cc1,109,86,·,121,101,112,105,113,88
CCOC(=O)c1c(C)csc1NC(=O)CSCC(=O)OC,99&110,104,103&106,110,107&94,111&119,96&106,114&125,105&106
N#Cc1c(N)nc2c(c1N)C(c1ccccc1Cl)C1=C(CCCC1=O)N2c1sc2c(c1C#N)CCCC2 (stereo not given),92,80,83,104,93,102,70,102,102
NC(N)=Nc1ccc(S(=O)(=O)O)cc1,110,99,107,111,100,129,97,131,95
COc1ccc(CN2CCC(N3CCCC3=O)c3cc(Cl)ccc32)cc1 (stereo not given),108,84,104,105,93,120,105,116,95
O=S(=O)(c1ncsc1-c1ccccc1)N1CCc2ccccc2C1,95,100,101,91,100,·,104,101,91

(continued)
compound,SF-268,PC-3,OVCAR-8,U251,OVCAR-5,OVCAR-3,SK-OV-3,DU-145,OVCAR-4
CN(C)c1ccc(/C=C/c2c(F)cccc2Cl)cn1,84&81,68&68,95&91,77&77,87&106,87&77,78&77,93&94,67&58
c1ccc(CNc2ccc3c(OCc4ccccc4)nc(N4CCOCC4)nc3c2)cc1,102,76,106,99,100,107,90,107,120
O=C1N=c2ccccc2=C/C1=C\N(O)c1ccccc1,94,87,102,100,101,103,92,103,92
COc1cc2c3c(c1O)-c1ccccc1[C@@H]1OC(=O)N(CC2)[C@@]31C,96,71,95,82,111,101,111,105,103
Cc1ccc(OC(=O)Cc2ccccc2)c(C(=O)c2cnc3c(c2)c(C)nn3-c2ccccc2)c1,130,66,93,99,93,·,93,108,83
